D1 antag – Antagonist of Human D 1 Dopamine Receptor: qHTS; AID 504652, 2011; activity change, negative = inhibition, % at 10 µM; D(1A) dopamine receptor (Homo sapiens), P21728; 360,000 compounds, 3.2% hits; HEK293 TREx D1 cells, calcium flux, dopamine EC80; active compounds read low; in the data active = activity change below about -30%; also: % is scaled to controls: 0 for no effect and ±100 for the full control effect
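Allosteric or orthosteric antagonism assessed as attenuation of the calcium response to EC80 dopamine, added 180 s after compound, in induced HEK293 Trex D1 cells loaded with no-wash calcium dye.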
D2 ag – HTS Assay for Allosteric Agonists of the Human D2 Dopamine Receptor: Primary Screen for Agonists; HEK293 T-REx D2 cells, calcium flux agonist mode; activation, % at 2 µM; AID 485358, 2010; 340,000 compounds, 0.53% hits; D(2) dopamine receptor (Homo sapiens), P14416;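 active = activation over 3 SD above normal in the single-dose calcium agonist read, cut at about 30% in these data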; also: 0% is about no effect
Target sequence (P14416 whole entry, looked up): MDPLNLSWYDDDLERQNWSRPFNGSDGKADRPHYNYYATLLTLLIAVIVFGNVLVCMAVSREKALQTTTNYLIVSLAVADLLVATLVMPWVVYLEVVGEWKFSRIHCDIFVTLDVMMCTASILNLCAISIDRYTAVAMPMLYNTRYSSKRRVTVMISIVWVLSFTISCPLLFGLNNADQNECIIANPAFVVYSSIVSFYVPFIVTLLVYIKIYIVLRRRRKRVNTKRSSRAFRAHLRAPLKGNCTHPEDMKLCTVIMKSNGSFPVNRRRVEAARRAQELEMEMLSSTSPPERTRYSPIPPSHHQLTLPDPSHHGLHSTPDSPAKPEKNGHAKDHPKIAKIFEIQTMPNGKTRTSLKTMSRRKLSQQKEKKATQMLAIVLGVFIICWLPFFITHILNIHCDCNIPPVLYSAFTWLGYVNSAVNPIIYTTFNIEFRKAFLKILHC
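HEK293 Trex D2 cells, tetracycline-induced, o/n 30 C 5% CO2; no-wash Ca dye, RT 30–90 min; 10-cycle baseline, 23 nl cpd added, kinetic Ca read 180 s; agonist hits = positive Ca response.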
D2 potentiator – HTS Assay for Positive Allosteric Modulators of the Human D2 Dopamine Receptor: Primary Screen for Potentiators; D(2) dopamine receptor (Homo sapiens), P14416; potentiation, % at 10 µM; HEK293 T-REx D2, calcium flux, EC20 dopamine potentiation; 340,000 compounds, 0.34% hits; AID 485347, 2010;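 active = potentiation over 3 SD above the plate norm, cut at about 30% in these data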; also: 0% is about no effect
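Tetracycline-induced HEK293 T-REx cells force-coupled to calcium signalling expressed D2; compounds were pin-added after a 10 s baseline, read kinetically 180 s, then an EC20 dopamine challenge followed with a further 180 s calcium read.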
TRHR enhancer – qHTS for Small Molecule Agonists and Allosteric Enhancers of Human TRH Receptor: Primary Screen for Enhancers; AID 493056, 2011; Thyrotropin-releasing hormone receptor (Homo sapiens), P34981; TRHR cells, fluo-8 calcium fluorescence, EC20 TRH enhancement; 360,000 compounds, 0.66% hits; enhancement, % at 2 µM; in the data active = enhancement above about 30%; also: 0% is about no effect
Target sequence (P34981 whole entry, looked up): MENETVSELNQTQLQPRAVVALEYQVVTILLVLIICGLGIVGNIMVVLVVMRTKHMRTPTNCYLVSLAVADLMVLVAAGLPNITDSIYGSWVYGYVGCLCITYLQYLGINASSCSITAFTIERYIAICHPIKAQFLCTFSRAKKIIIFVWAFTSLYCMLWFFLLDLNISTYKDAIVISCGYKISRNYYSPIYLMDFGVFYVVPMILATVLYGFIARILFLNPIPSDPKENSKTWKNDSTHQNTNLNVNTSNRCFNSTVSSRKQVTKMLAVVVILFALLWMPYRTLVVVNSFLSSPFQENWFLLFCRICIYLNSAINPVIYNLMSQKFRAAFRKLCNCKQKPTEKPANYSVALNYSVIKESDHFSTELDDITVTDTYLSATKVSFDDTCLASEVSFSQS
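TRHR-expressing cells loaded with fluo-8 calcium dye were read kinetically (ex 480/em 530) during compound addition, then stimulated with an EC20 of TRH (10 nM final). Enhancement of the Gq-mediated intracellular calcium response was scored.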
D2 antag – HTS Assay for Allosteric Antagonists of the Human D2 Dopamine Receptor: Primary Screen for Antagonists; D(2) dopamine receptor (Homo sapiens), P14416; HEK293 TREx D2 cells, calcium flux, dopamine EC80; 340,000 compounds, 2% hits; inhibition, % at 10 µM; AID 485344, 2010; in the data active = inhibition above about 30%; also: 0% is about no effect
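Tetracycline-induced HEK293 T-REx cells expressing D2 force-coupled to calcium signalling were dye-loaded, exposed to compound for 180 s, then challenged with an EC80 of dopamine; calcium flux was followed kinetically for a further 180 s.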
RXFP1 antagonist – qHTS Assay for Antagonists of the Relaxin Receptor RXFP1 | Relaxin receptor 1 (Homo sapiens), Q9HBX9 | HEK293-RXFP1, relaxin-stimulated cAMP HTRF, 30 min; active compounds read low | activity change, negative = inhibition, % at 57.5 µM | 350,000 compounds, 0.59% hits | AID 1259400, 2018;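 active = activity change of -60% or lower, but not beyond a set lower limit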; also: % is scaled to controls: 0 for no effect and ±100 for the full control effect
TRHR agonist – qHTS for Small Molecule Agonists and Allosteric Enhancers of Human TRH Receptor: Primary Screen for Agonists; Thyrotropin-releasing hormone receptor (Homo sapiens), P34981; TRHR cells, calcium flux fluo-8, FDSS agonist mode; activation, % at 2 µM; 360,000 compounds, 0.18% hits; AID 493084, 2011; also: 0% is about no effect
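In this calcium-flux screen, cells bearing human TRHR are dye-loaded with fluo-8, baselined for 10 cycles, then exposed to library compounds; positive kinetic calcium responses during the agonist phase mark hits, with TRH as control.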
D1 ag – Allosteric Agonists of the Human D1 Dopamine Receptor: qHTS; activation, % at 2 µM; 360,000 compounds, 1% hits; HEK293 T-REx D1 cells, calcium flux, agonist mode; D(1A) dopamine receptor (Homo sapiens), P21728; also: 0% is about no effect
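Tetracycline-induced HEK293 TREx D1 cells, force-coupled to calcium signalling, were dye-loaded with a no-wash calcium kit. Compound was pin-added after a 10 s baseline. Fluorescence was read kinetically at 1 cycle/s for 180 s, with calcium rises flagged as agonism.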
D1 potentiator – Potentiators of Human D1 Dopamine Receptor: qHTS; D(1A) dopamine receptor (Homo sapiens), P21728; HEK293 TREx D1 cells, calcium flux, dopamine EC20 potentiation; potentiation, % at 10 µM; 360,000 compounds, 0.036% hits; AID 504651, 2011; in the data active = potentiation above about 30%; also: 0% is about no effect
The depositor's hits bear a star; / = not tested or not shown. Rule as the data show it, unless noted: active = activation above about 30%; inactive = the rest.

1	C=CCNCCCCOc1c(Cl)cc(C)cc1Br
2	c1ccc(-c2noc(-c3ccc4ccccc4c3)n2)nc1
3	COCCn1c(CN(C)Cc2ccccc2)nc2c1c(=O)n(C)c(=O)n2C
4	COc1ccc(S(=O)(=O)N(Cc2ccco2)Cc2cc3ccccc3[nH]c2=O)cc1
5	COc1ccc(C(=O)N2C(=O)c3ccc(N)cc3C2=O)cc1
6	CCOC(=O)[C@H]1[C@H]2COc3ccc(OC)cc3[C@@H]2N2C(=O)c3ccc(F)cc3NC(=O)[C@@]12C
7	CCC(C)N(C(=O)COC(=O)CNC(=O)c1sc2ccccc2c1Cl)C1CCS(=O)(=O)C1 (configuration not stated)
8	O=C(Nc1ccccc1Cl)Oc1ccc(Cl)cc1Cl

compound no.,1,2,3,4,5,6,7,8
D1 antag,27,-15,-7,0,5,-1,-5,-2
D2 ag,-0.4,0.4,0.4,-0.4,1.9,/,-0.5,-2.1
D2 potentiator,-7,-3,1,1,8,/,0,-3
TRHR enhancer,4,0,-5,-1,5,6,-5,-3
D2 antag,-10,-1,13,0,-14,/,-11,4
RXFP1 antagonist,1,-16,3,-21,4,/,-1,7
TRHR agonist,0.1,0.5,0.0,-0.7,-0.5,-0.5,-0.2,-0.7
D1 ag,9,0,5,0,3,1,0,5
D1 potentiator,-9,1,0,1,-7,2,1,-1

9	COc1cc(OC)cc(-c2c(-c3ccc(F)cc3)c3cc(-c4cccc5[nH]ccc45)ccc3n2C)c1
10	CCCS(=O)(=O)c1ncc(Cl)c(C(=O)Nc2c(C(=O)c3ccccc3)oc3ccccc23)n1
11	CC(=O)Nc1cccc(C(=O)N/N=C/c2ccc(C)o2)c1
12	COc1ccc(NC(=O)CSc2nccn2C2CCCC2)cc1OC
13	CCn1nnnc1SCC(=O)Nc1cccc(C)n1
14	C=CCOc1ccc(/C(O)=C2\C(=O)C(=O)N(CCCOC)C2c2ccncc2)cc1 (configuration not stated)
15	CC(=O)c1sc(-c2c(C)nc3sccn23)nc1C1CCCC1
16	CC(C)(C)OC(=O)N1CCC(c2c(C(=O)O)cnn2-c2ccccc2Cl)CC1

compound no.,9,10,11,12,13,14,15,16
D1 antag,/,4,-15,-11,-4,13,-6,-6
D2 ag,0.3,-0.8,0.4,0.3,-0.5,1.2,1.4,-0.9
D2 potentiator,-16,-3,-10,7,-11,2,10,-2
TRHR enhancer,-7,-4,-5,2,8,3,-6,12
D2 antag,-1,/,3,/,-4,-6,6,13
RXFP1 antagonist,/,/,-9,7,-1,9,/,5
TRHR agonist,0.0,0.0,0.5,-0.1,-0.1,-0.1,0.1,0.6
D1 ag,2,2,3,15,3,5,3,3
D1 potentiator,0,-1,-4,-2,-3,11,-3,-1

Some of these compounds in order of molecular weight, lowest first.
13	CCn1nnnc1SCC(=O)Nc1cccc(C)n1
12	COc1ccc(NC(=O)CSc2nccn2C2CCCC2)cc1OC
9	COc1cc(OC)cc(-c2c(-c3ccc(F)cc3)c3cc(-c4cccc5[nH]ccc45)ccc3n2C)c1

compound no.,13,12,9
D1 antag,-4,-11,/
D2 ag,-0.5,0.3,0.3
D2 potentiator,-11,7,-16
TRHR enhancer,8,2,-7
D2 antag,-4,/,-1
RXFP1 antagonist,-1,7,/
TRHR agonist,-0.1,-0.1,0.0
D1 ag,3,15,2
D1 potentiator,-3,-2,0

Following part:
17	Cc1cc(N2CCCCCC2)n2nc(C)c(-c3ccccc3)c2n1
18	CS(=O)(=O)c1cccc(C(=O)Nc2cccc(S(=O)(=O)N3CCCC3)c2)c1
19	Cc1ccc(-c2c3c(=O)n(C)c(=O)n(C)c3cn2CCCN2CCOCC2)cc1
20	O=C(Nc1cccc(Cl)c1)N1CCSc2cc(Cl)ccc21
21	CC(C)CN(C(=O)c1ccc(=O)n(C)n1)c1c(N)n(Cc2ccccc2)c(=O)[nH]c1=O
22	O=C(Nc1nnc(SCc2cc(=O)c3ccccc3[nH]2)s1)c1ccccc1
23	Cc1cccc(NC(=O)Cn2c(=O)n(CC3CCCO3)c(=O)c3ccccc32)c1 (configuration not stated)
24	Cc1nc2c(C(=O)N3CCCC3)cnn2c(C)c1Cc1c(F)cccc1Cl

compound no.,17,18,19,20,21,22,23,24
D1 antag,2,25,4,-4,-23,-13,-6,2
D2 ag,0.0,0.4,-0.3,-0.1,/,-0.1,-0.4,0.1
D2 potentiator,3,-3,1,-6,/,-7,-14,8
TRHR enhancer,12,-3,-1,-3,-8,3,-3,7
D2 antag,28,21,1,-14,/,/,18,-34
RXFP1 antagonist,-8,12,-2,0,0,-5,-9,12
TRHR agonist,-0.5,1.0,-0.2,0.5,-0.2,-0.2,0.6,-1.8
D1 ag,1,4,0,1,-1,-1,1,2
D1 potentiator,1,-3,-2,-6,-5,-5,1,-2

25	C/C(=N/NC(=O)CNC(=O)C1COc2ccccc2O1)c1ccc([N+](=O)[O-])cc1 (configuration not stated)
26	CC1C2CC(C(CN(C)C)/C2=N/O)C1(C)C (configuration not stated)
27	CC1=C(C(=O)OC(C)C)C(c2ccccc2Cl)CC(=O)N1 (configuration not stated)
28	CCn1c(-c2ccc(N(C)C)cc2)nc2ccccc21
29	Cc1cc(NC(=O)CSc2nnc(-c3ccc([N+](=O)[O-])cc3)o2)no1
30	CCCCOC(=O)c1ccc(NC(=O)c2c(OC)cccc2OC)cc1
31	CCc1c(C)nc2nc(SCc3ccccc3)[nH]n2c1=O
32	CCOCCCn1c(SCC(=O)Nc2ccccc2CC)nc2ccccc2c1=O

compound no.,25,26,27,28,29,30,31,32
D1 antag,-6,-51*,-7,-3,-10,2,2,-4
D2 ag,-0.7,-0.2,-0.6,-0.4,0.7,2.4,-0.4,/
D2 potentiator,-13,-24,12,-4,-6,10,0,3
TRHR enhancer,4,-3,10,13,0,-2,2,-10
D2 antag,-2,-6,-5,4,3,-1,18,/
RXFP1 antagonist,-20,2,-2,-23,5,-6,-4,3
TRHR agonist,-0.7,0.5,-1.3,-0.8,-0.3,0.4,0.3,-0.5
D1 ag,0,2,1,2,4,5,2,0
D1 potentiator,10,-5,3,-16,-4,-3,-2,-2

33	COc1ccccc1CNC(=O)C(=O)NCC(c1cccnc1)N1CCN(c2ccccc2)CC1 (configuration not stated)
34	O=C1OCCN/C1=C\C(=O)c1ccc(Cl)cc1
35	Cc1cc(NC(=O)COC(=O)C(Nc2ccc(C(F)(F)F)cc2Cl)C(C)C)no1 (configuration not stated)
36	COc1ccc(S(=O)(=O)N2CCCC(C(=O)NC3CCCCC3)C2)cc1 (configuration not stated)
37	CN(C(=O)COc1ccccc1C(=O)NCCOc1ccccc1)c1ccccc1
38	CCCCN1CC(O)=C(c2nc3ccccc3s2)C1=N
39	O=C(O)C1CCCCC1C(=O)Nc1cccc(C(=O)N2CCCCC2)c1 (configuration not stated)
40	Cc1ccccc1-c1nc(C(N)=O)c2c(n1)n(-c1ccc3c(c1)OCO3)c(=O)n2C

compound no.,33,34,35,36,37,38,39,40
D1 antag,-9,9,-17,-8,-10,-3,-6,-1
D2 ag,0.0,1.0,1.4,-2.0,-1.6,-0.7,1.0,0.2
D2 potentiator,-5,-3,17,16,1,-7,-2,-1
TRHR enhancer,-5,-5,-1,6,-4,-5,2,24
D2 antag,/,14,11,-5,-9,0,10,/
RXFP1 antagonist,-13,-7,-11,1,-28,0,-4,/
TRHR agonist,0.2,2.2,3.2,-1.5,-1.1,-0.3,0.2,-0.1
D1 ag,5,10,2,0,0,-1,1,2
D1 potentiator,-4,0,1,7,2,-1,-3,2

41	Cc1ccccc1Nc1nc(N)nc(CSc2nc3ccccc3s2)n1
42	CCOc1ccc(C2NC(=O)NC(C)=C2C(=O)OC)cc1C (configuration not stated)
43	COc1ccc(-c2cn3c(n2)sc2cc(C(=O)Nc4cccc(OC)c4)ccc23)cc1
44	CCOC(=O)c1nc(-c2ccccc2)oc1N(C)C
45	O=C(CC(NS(=O)(=O)c1ccc(Cl)cc1)c1ccco1)NC1CCCC1 (configuration not stated)
46	CC(NCc1cccnc1)c1ccccc1 (configuration not stated)
47	O=S(=O)(c1ccc(Cl)nc1)N1CCCCC1
48	Cn1c(SCC(=O)NC2CCCC2)nc2c(c1=O)SCC2

compound no.,41,42,43,44,45,46,47,48
D1 antag,9,4,4,-11,15,12,9,4
D2 ag,0.2,0.7,0.1,0.0,1.2,1.2,-0.6,0.1
D2 potentiator,-1,-1,6,-6,-1,8,14,1
TRHR enhancer,4,11,0,30*,-6,10,2,1
D2 antag,9,8,/,-2,12,0,24,14
RXFP1 antagonist,/,3,1,-34,-5,2,-3,13
TRHR agonist,0.1,0.2,-0.1,-0.4,-0.5,-0.5,-0.1,0.2
D1 ag,1,2,-1,0,0,7,2,4
D1 potentiator,0,5,2,-3,-3,-3,-5,-5

49	CC(C)CNC(=O)C(=O)NNC(=O)c1ccco1
50	CC1CCCCN1S(=O)(=O)c1ccc2c(c1)CCN2C(=O)C1CCC1 (configuration not stated)
51	Cc1cccc(OCc2nnc(SCc3nc4cc(C(F)(F)F)ccc4c(=O)[nH]3)o2)c1
52	O=C(OCC(=O)N1CCN(c2ccccc2)CC1)c1cnc(Cl)c(Cl)c1

compound no.,49,50,51,52
D1 antag,12,-21,-1,1
D2 ag,/,-1.3,1.0,2.4
D2 potentiator,/,15,-4,-10
TRHR enhancer,17,-2,-3,-3
D2 antag,/,1,13,10
RXFP1 antagonist,2,-1,-15,/
TRHR agonist,0.7,-0.5,0.3,-0.6
D1 ag,6,1,3,6
D1 potentiator,2,-5,-5,-2

Some of the entries so far, with values under each structure.
Second line of a record: D1 antag | D2 ag | D2 potentiator | TRHR enhancer | D2 antag | RXFP1 antagonist | TRHR agonist | D1 ag | D1 potentiator
[49] CC(C)CNC(=O)C(=O)NNC(=O)c1ccco1
 : 12 | / | / | 17 | / | 2 | 0.7 | 6 | 2
[50] CC1CCCCN1S(=O)(=O)c1ccc2c(c1)CCN2C(=O)C1CCC1 (configuration not stated)
 : -21 | -1.3 | 15 | -2 | 1 | -1 | -0.5 | 1 | -5
[51] Cc1cccc(OCc2nnc(SCc3nc4cc(C(F)(F)F)ccc4c(=O)[nH]3)o2)c1
 : -1 | 1.0 | -4 | -3 | 13 | -15 | 0.3 | 3 | -5
[52] O=C(OCC(=O)N1CCN(c2ccccc2)CC1)c1cnc(Cl)c(Cl)c1
 : 1 | 2.4 | -10 | -3 | 10 | / | -0.6 | 6 | -2
